# HePTP inhibitor: inhibitors of human HePTP phosphatase; recombinant HePTP phosphatase activity, OD absorbance; inhibition, % at 20 µM; 110,000 compounds, 0.64% hits; in the data active = inhibition above about 50%;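 note: plate controls were vehicle for no effect and reference inhibitor for full effect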
# Target sequence (P35236 whole entry, looked up): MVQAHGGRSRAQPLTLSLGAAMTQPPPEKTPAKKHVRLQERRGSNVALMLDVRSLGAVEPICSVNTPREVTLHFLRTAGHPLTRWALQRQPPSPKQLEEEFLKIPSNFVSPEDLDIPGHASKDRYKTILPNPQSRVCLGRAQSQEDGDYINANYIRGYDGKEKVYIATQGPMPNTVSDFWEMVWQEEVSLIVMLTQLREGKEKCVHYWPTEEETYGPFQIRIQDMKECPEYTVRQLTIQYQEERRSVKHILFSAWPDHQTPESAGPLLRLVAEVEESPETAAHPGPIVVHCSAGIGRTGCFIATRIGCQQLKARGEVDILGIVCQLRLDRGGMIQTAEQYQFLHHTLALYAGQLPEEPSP
# BAP1 inh: human BAP1 deubiquitinase inhibition | activity remaining (% of control), % at 20 µM | recombinant BAP1, Ub-AMC hydrolysis fluorescence kinetic; hits give low values | 72,000 compounds, 0.48% hits;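 active = activity remaining at or below 50% of control, provided the compound also passes the data quality filters; inactive = the rest, including low values that fail the filters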;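 note: 100% = DMSO wells rate and 0% = substrate alone blank rate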
# Target sequence (Q92560 whole entry, looked up): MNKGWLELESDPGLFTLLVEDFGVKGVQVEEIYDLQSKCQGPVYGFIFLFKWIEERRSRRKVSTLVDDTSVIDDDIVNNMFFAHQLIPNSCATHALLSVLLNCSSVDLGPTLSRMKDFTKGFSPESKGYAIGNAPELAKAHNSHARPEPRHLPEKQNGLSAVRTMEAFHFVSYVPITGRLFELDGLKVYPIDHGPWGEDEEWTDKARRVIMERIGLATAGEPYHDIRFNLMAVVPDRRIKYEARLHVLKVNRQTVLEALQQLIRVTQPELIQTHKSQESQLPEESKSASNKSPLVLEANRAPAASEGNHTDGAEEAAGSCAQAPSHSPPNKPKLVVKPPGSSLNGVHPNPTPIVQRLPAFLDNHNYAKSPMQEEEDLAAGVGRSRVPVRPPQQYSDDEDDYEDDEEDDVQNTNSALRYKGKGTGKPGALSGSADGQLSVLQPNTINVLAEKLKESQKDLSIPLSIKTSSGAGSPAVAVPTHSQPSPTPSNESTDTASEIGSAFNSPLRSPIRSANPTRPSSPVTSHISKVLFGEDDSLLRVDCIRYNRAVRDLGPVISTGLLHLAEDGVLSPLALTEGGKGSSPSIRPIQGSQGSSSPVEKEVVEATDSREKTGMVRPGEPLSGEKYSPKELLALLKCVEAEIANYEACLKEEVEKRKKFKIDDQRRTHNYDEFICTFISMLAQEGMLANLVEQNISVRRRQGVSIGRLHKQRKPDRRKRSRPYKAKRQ
# * = called active by the depositor; · = no result given; & = joins results of further samples.
Structure	HePTP inhibitor	BAP1 inh
COC(=O)c1cnn(C(=O)c2cc(OC)ccc2Br)c1N	4	95
O=C(O)CSC12CC3CC(C1)CC(C(=O)O)(C3)C2	12	82
CNc1oc(-c2ccccc2Cl)nc1C#N	11	111
Nc1ccc2nc(SCC(=O)NC(c3ccccc3)c3ccccc3)sc2c1	5	·
CCCc1nc2ccccc2c(C(=O)OC2CCOC2=O)c1CC (stereo not drawn)	1	99
CCSc1nnc(-c2cccc(S(=O)(=O)N(C)C)c2)n1-c1cc(OC)ccc1OC	2	94
COc1ccc(C(=O)Nc2ccc3nn(-c4ccc(F)cc4)nc3c2)cc1Cl	24	·
CC(C)OC(=O)c1c(-c2ccccc2)csc1NC(=O)c1c(F)cccc1F	4	·
CCCCNCCCCOc1ccccc1Cl	-15	·
O=C1C(=Cc2cccc(OCc3ccccc3)c2)C(=O)c2ccccc21	9	·
Cc1ccc(CN2C(=O)C(C)(C)N(C(=O)c3cccc([N+](=O)[O-])c3)c3ccccc32)c(C)c1	3	·
COC(=O)C1=C(C)N=c2s/c(=C/c3cccs3)c(=O)n2C1c1cccs1 (stereo not drawn)	2	65
CCN(CC)S(=O)(=O)c1ccc(NC(=O)COc2ccccc2)cc1	-5	·
CC(OC(=O)c1nsc(Cl)c1Cl)C(=O)NCc1cccs1 (stereo not drawn)	1	110
COc1ccc(C(=O)Nc2ccccc2)cc1NC(=O)c1ccccc1C	10	·
O=C(CSc1cc(Cl)ccc1Cl)NCC1CCCO1 (stereo not drawn)	5	112
O=C(COC(=O)c1ccccc1)NCC1CCCO1 (stereo not drawn)	1	105
COc1ccc(OC(C)C(=O)Nc2ncn[nH]2)cc1 (stereo not drawn)	0	109
Cc1cc(NC(=O)CSc2nnc(COc3ccccc3)n2Cc2ccco2)no1	-2	69
N/C(=N\OC(=O)c1cccc(Br)c1)c1cccnc1	4	·
CC(=O)Oc1cccc(N2C(=O)c3ccc(C(=O)Nc4cccc(C(=O)NCC(C)C)c4)cc3C2=O)c1	7	·
CCOc1ccc2ccc(OCC)c(/C=C3\C(=O)NC(=O)N(c4ccc5c(c4)OCO5)C3=O)c2c1	-1	·
COC(=O)C1=C(C)NC(=O)CC1c1ccc(F)c(Br)c1 (stereo not drawn)	19&5	87
c1coc(CNc2c3c(nc4ccccc24)CCC3)c1	0	90
CC(=O)Nc1ccc(OC(=O)c2cccs2)cc1	4	97
Cc1ccc(C)c(Cn2nnc3c(=O)[nH]c(C4CCCN(C(=O)C5CCCCC5)C4)nc32)c1 (stereo not drawn)	2	68
O/C(=C\c1nc2ccccc2nc1/C=C(/O)c1ccccc1)c1ccccc1	-2	·
O=C(CN1CCCC1)Nc1ccc(NC(=O)Nc2ccccc2Cl)cc1	6	109
CCN(CC)CCCN1C(=O)C(=O)/C(=C(/O)c2c(C)nc3ccccn23)C1c1ccc(C)o1 (stereo not drawn)	3	84
CCOC(=O)c1c(NC(=O)CN2CCOCC2)sc2c1CCCC2=O	2	80
Cc1c(NC(=O)NC(=O)c2ccc(F)cc2)c(=O)n(-c2ccccc2)n1C	5&8	96
CCOC(=O)Cc1csc(NC(=O)CSc2nnc(C)n2C)n1	-7	105
COc1ccc(Br)cc1C(=O)NCCNc1ccc(Cl)cc1[N+](=O)[O-]	-3	·
O=C(CSc1nc2ccccc2s1)Nc1ccccc1[N+](=O)[O-]	3	·
c1coc(-c2ncc[nH]2)c1	3	103
CC1CCN(C(=O)c2ccccc2C(=O)Nc2ccc3[nH]c(=S)sc3c2)CC1	·	74
N#CC1=C(N)OC2=C(C(=O)CCC2)C1c1ccsc1 (stereo not drawn)	9	98
Cc1ccccc1OCC(=O)Nc1cccc(-c2cc3ccccc3oc2=O)c1	5	·
CCCNC(=O)C1CC(=O)N(c2ccc(OCC(=O)Nc3cc(C)cc(C)c3)cc2)C1 (stereo not drawn)	0	91
CCN1CCN(C(=O)C2CCN(C(=O)c3cc4sccc4n3CC)CC2)CC1	13	99
Cc1ccc2nc3c(c(C(=O)O)c2c1)CCC3	-5	86
Cn1c(=O)cc(OCC(=O)N2CCCc3ccccc32)c2ccccc21	5	93
COc1ccc2c(c1)sc1nc(-c3cc4ccccc4oc3=O)cn12	·	76
O=C(CC(NS(=O)(=O)c1ccc(Cl)cc1)c1ccco1)NCc1cccnc1 (stereo not drawn)	12	118
CN(C)S(=O)(=O)c1ccc(C(=O)N2CCN=C2SCc2cccnc2)cc1	2	99
C(=C\c1ccco1)/C=N/Nc1cccc2cccnc12	-11	·
Cc1cc(C)c(/C=c2\sc3nc4cc(Br)cnc4n3c2=O)cc1C	-10	·
CCOC(=O)c1oc2ccccc2c1CSc1nnc(-c2ccco2)o1	0	64
O=C(NC1CCCC1)c1cccnc1N1CCCCCC1	2	96
O=C1NC(=O)N(c2ccccc2F)C(=O)/C1=C/c1ccc(O)c(Cl)c1	-3	·
O=C(Nc1ccc(Cl)cc1)Nc1nnc(-c2ccccc2Br)s1	10	·
O=C(c1ccccc1)c1cc(-c2ccccc2)on1	4	126
O=C(CSc1nc2ccccc2s1)NCCO	4	·
Cc1ccc(N2C(=O)CC(NCCc3ccccc3F)C2=O)cc1 (stereo not drawn)	-1	·
COC(=O)[C@H](C)NC(=O)Nc1ccccc1F	1	98
COc1ccc(C(=O)N2CC3(CCCC3)c3ccccc3C2C)cc1OC (stereo not drawn)	0	·

# (listing goes on)
Structure	HePTP inhibitor	BAP1 inh
COc1ccccc1Nc1nc(N)nc(CN2CCCCCC2)n1	4	106
Cc1cc(O)c(C=Nc2cccc(Cl)c2)c(=O)o1	0	93
C=CCN1C(=O)/C(=C\c2ccc(-c3ccc(C(=O)OCC)cc3)o2)SC1=S	6	·
COC(=O)C1=C(C)N(C)C(C)=C(C(=O)OC)C1c1ccc(C)s1	4	165
O=C(Nc1ccc(C2CCCCC2)cc1)C1=C(O)CCn2c1nc1ccccc12	-2	·
CN1C(=O)c2ccccc2C(C(=O)O)C1c1cn(C)c2ccccc12 (stereo not drawn)	2	94
COCCOC(=O)C1=C(C)N(Cc2ccccc2)C(=O)NC1c1cccc(OC)c1OC (stereo not drawn)	-8	136
COc1ccc(C2CC(=O)C3=C(C2)Nc2ccccc2NC3c2cccc(C(F)(F)F)c2)cc1OC (stereo not drawn)	-2	·
Cc1ccc(N(CC(=O)Nc2ccc(C(C)C)cc2)S(C)(=O)=O)cc1Cl	6	·
COC(=O)c1ccc(NC(=O)c2ccc(OCC(C)C)cc2)cc1	-15	·
O=C(Nc1nc(-c2ccc(F)cc2)cs1)c1ccc2c(c1)OCO2	-9	·
COc1ccc(/C=C2\SC(=S)N(CC(C)C)C2=O)c(OC)c1	-4	·
COC(=O)c1cc(OC)c(OC)cc1NC(=O)c1c(-c2ccccc2)noc1C	-4	72
CC(C)(C)OC(=O)N1CC=C2C(C#N)=C(N)C(C#N)(C#N)[C@H](c3cccnc3)[C@H]2C1	-6	130
CC(C)(C)NC(=O)C(=O)N/N=C/c1ccc(Br)cc1	-16	·
O=C(c1nn2c(C(F)(F)F)cc(-c3ccccc3)nc2c1Cl)N1CCCC1	7	·

# As a working copy, some entries already given.
Structure	HePTP inhibitor	BAP1 inh
CC(C)(C)OC(=O)N1CC=C2C(C#N)=C(N)C(C#N)(C#N)[C@H](c3cccnc3)[C@H]2C1	-6	130
CC(C)(C)NC(=O)C(=O)N/N=C/c1ccc(Br)cc1	-16	·
O=C(c1nn2c(C(F)(F)F)cc(-c3ccccc3)nc2c1Cl)N1CCCC1	7	·

# More entries follow.
Structure	HePTP inhibitor	BAP1 inh
COCCNC(=O)C(c1ccco1)N(C(=O)Cn1nnc2ccccc21)c1cc(C)ccc1C (stereo not drawn)	7	95
Cc1ccccc1OCC(=O)Nc1cccc(F)c1	7	·
CCOc1ccc(C2C(C#N)=C(N)SC(N)=C2C#N)c(OCC)c1	11	100
COc1ccc(C2CC(=O)C3=C(C2)Nc2ccccc2NC3c2ccccc2OC(C)C)cc1OC (stereo not drawn)	4	114
Cc1ccc(S(=O)(=O)N2CCN(C(=O)CSc3nc4ccccc4c(=O)[nH]3)CC2)c(C)c1	8	56
O=C(O)CSC1=NCCN1	-8	111
CCC(=O)Nc1cc(-c2nnc(OC)c3ccccc23)ccc1N1CCOCC1	8	105
CC(C)(C)NC(=O)CSc1nnc(Cc2ccc3c(c2)OCO3)n1C1CCCCC1	6	100
CCOC(=O)c1c(C)nc(-c2ccccc2)nc1NC(=O)c1ccccc1	9	·
COC(=O)C1=C(C)NC(C)=C(C(=O)OC)C1C(=O)OCCN1C(=O)c2ccccc2C1=O	1	115
CC1=C(C(=O)OC2CCCC2)C(c2ccc(C)o2)C2=C(CC(c3cccs3)CC2=O)N1 (stereo not drawn)	-10	75
Cc1cc(NC(=O)Nc2cccc(C(F)(F)F)c2)no1	10	98
COc1ccc(OC)c(C2Sc3ccccc3NC3=C2C(=O)c2ccccc23)c1 (stereo not drawn)	5	·
CCNC(=O)NC(=O)C(C)Oc1ccc(C(=O)OC)cc1 (stereo not drawn)	2	111
C/C=C/c1ccc(OCCCn2cncn2)c(OC)c1	-2	92
CCN1C(=O)c2cccc3c(S(=O)(=O)N(C)c4ccccc4)ccc1c23	7	·

# The final 3 compounds of the part above open the next one.
Structure	HePTP inhibitor	BAP1 inh
CCNC(=O)NC(=O)C(C)Oc1ccc(C(=O)OC)cc1 (stereo not drawn)	2	111
C/C=C/c1ccc(OCCCn2cncn2)c(OC)c1	-2	92
CCN1C(=O)c2cccc3c(S(=O)(=O)N(C)c4ccccc4)ccc1c23	7	·
COC(=O)c1cccc(-n2c(C)ccc2-c2ccccc2)c1	-16	·
O=S(=O)(c1ccc2ccccc2c1)N1CCN(C/C=C/c2ccccc2)CC1	0	·
O=C(N/N=C/c1ccc(O)c(O)c1)c1ccccn1	10	·
COc1cccc(-c2nnc(NC(C)=O)o2)c1	-2	97
Cc1cc(N2CCN(C(c3ccccc3)c3ccccc3)CC2)nc2ccccc12	-14	·
Cc1cc(C)n(Cc2ccccc2F)c(=O)c1C#N	8	92
COc1cc2c(cc1OC)C(C(=O)NCC1COc3ccccc3O1)C(c1cccnc1)N(C)C2=O (stereo not drawn)	5	·
c1cc2c(cc1CNC13CC4CC(CC(C4)C1)C3)OCO2	3	·

# As entered above:
# HePTP inhibitor, Cc1cc(N2CCN(C(c3ccccc3)c3ccccc3)CC2)nc2ccccc12 → -14
# HePTP inhibitor, O=C(N/N=C/c1ccc(O)c(O)c1)c1ccccn1 → 10
# HePTP inhibitor, O=S(=O)(c1ccc2ccccc2c1)N1CCN(C/C=C/c2ccccc2)CC1 → 0

# The list goes on.
Structure	HePTP inhibitor	BAP1 inh
CCOC(=O)CN(C(=O)CSc1nnc(-c2ccc(OC)c(OC)c2)o1)c1ccc(F)cc1	-14	100
O=C(Nc1ccc(Br)cc1C(=O)O)c1cccs1	2	·
Oc1c(C=Nc2cccc3ccccc23)sc2ccccc12	0	·
CCCC(=O)NC(c1ccc(C)cc1)c1c(O)ccc2ccccc12 (stereo not drawn)	-2	·
CC(=O)Oc1ccc(C(=O)Nc2cccc(-c3nnc(-c4ccccc4)o3)c2)cc1	0	·
CCSCCOC(=O)C1=C(C)NC2=C(C(=O)CC(c3ccc(Cl)cc3)C2)C1c1ccc(N(C)C)cc1 (stereo not drawn)	·	69
COc1ccc(CN(C(=O)c2ccco2)c2ccc(C)cc2)cc1OC	7	77
CCN(CC)S(=O)(=O)c1ccc2c(c1)c(=O)c(C(=O)N1CCOCC1)cn2C	6	94
CCS(=O)(=O)N1CCCC(C(=O)NCCN(C)Cc2ccccc2)C1 (stereo not drawn)	-10	100
CCCc1nc(-c2ccccc2)c(-c2ccc(OC)c(OC)c2)c(=O)[nH]1	6	·
CC1(C)C(=O)N(Cc2ccc([N+](=O)[O-])cc2)c2ccccc2N1C(=O)c1ccc(F)cc1	-5	·
CCC12CN3CC(CC)(CN(C1)C3c1ccccc1Cl)C2O (stereo not drawn)	6	94
COc1cccc(NC(=O)CCN2CCN(c3ccccc3F)CC2)c1	1	·
O=C1OC(c2ccccc2Br)=N/C1=C\c1cc2c(cc1Cl)OCO2	-10	·
Nc1nnc(C(=O)c2ccccc2N)s1	5	95
CCOC(=O)CCCNC(=O)CCNC(=O)c1ccc(OC)cc1	-13	93
COc1ccc(Br)cc1C1C(N2C(=O)c3ccc([N+](=O)[O-])cc3C2=O)C(=O)N1c1ccc(C)cc1C (stereo not drawn)	·	59
O=c1c(F)cn(C2CCCO2)c(=O)n1Cc1ccccc1F (stereo not drawn)	11	·
O=C(C1CCCCC1)N1CCN(S(=O)(=O)c2ccc(Br)cc2)CC1	4	87
COc1ccc(-c2nc(C#N)c(NCc3ccccc3Cl)o2)cc1OC	-5	·
CCN1CC2CCCC3(C1)C(=O)NC1(CCCCC1)N=C23 (stereo not drawn)	12	112
O=C(Nc1cccc2ccccc12)c1ccc2c(c1)C(=O)N(c1ccc(I)cc1)C2=O	·	98
CCCSc1nnc(-c2cccc(S(=O)(=O)N(C)C)c2)n1-c1cc(OC)ccc1OC	6	106
CCOC(=O)c1c(NC(=O)CCN2C(=O)c3cccc4cccc(c34)C2=O)sc2c1CCC2	4	·
O=C(COc1ccc([N+](=O)[O-])cc1)Nc1ccc(Cl)cn1	-1	·
CCc1cc(=O)oc2cc(OCc3cccc(C)c3)ccc12	0	·
Cc1cc(C)c(NS(=O)(=O)c2ccc(Cl)c([N+](=O)[O-])c2)c(C)c1	-7	·
O=C(CC(c1ccccc1)c1ccccc1)Nc1ccccc1Br	9	·

# 3 compounds drawn at random from those above:
Structure	HePTP inhibitor	BAP1 inh
CCc1cc(=O)oc2cc(OCc3cccc(C)c3)ccc12	0	·
Cc1cc(C)c(NS(=O)(=O)c2ccc(Cl)c([N+](=O)[O-])c2)c(C)c1	-7	·
O=C(CC(c1ccccc1)c1ccccc1)Nc1ccccc1Br	9	·
